Screening results deposited in PubChem by Broad Institute.
C2C12 statin: suppressors of simvastatin-induced myotoxicity in C2C12 myotubes; ATP luminescence, 48 h; scaled: DMSO 0, geranylgeraniol control 100; rescue of ATP level, % at 7.49 µM; hit rate 0.78% among 330,000;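 active means mean ATP rescue above about 67%, or every replicate alone reaching that limit, limit read from the data, passing the limit was not always enough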;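 further: myotubes were challenged with 10 µM simvastatin during compound exposure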
GSIS activator: primary screen for activators of insulin secretion dependent on glucose, INS-1E cells, GLuc reporter luminescence; hit rate 0.61% among 370,000; INS-1E GLuc reporter insulin secretion, 2-3 h; activation, % at 16.6 µM; AID 743287;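 active means lowest replicate activation of at least 40%, so every replicate reaches that level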;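 further: 0% = median of neutral control wells and 100% = median of IBMX positive control wells; some compounds called inactive have numbers as strong as hits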
Cneo AK release: causes C. neoformans cell lysis; adenylate kinase release luminescence, 4 h; normalised: neutral wells 0, clomiphene wells 100; lysis activity, % at 15 µM; hit rate 0.2% among 360,000;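 active means mean lysis activity across replicates of at least 80%, whatever share of replicates individually reach that level; inactive means mean lysis activity below 80%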
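Material: C. neoformans cells | Amount: Yeast cell density of 5 × 10^6 cells/mL | Medium: Fresh YPD growth medium | Dosing: Single dose | Times: Static 4 h at 37 °C with compound, 1 h detection | Detection: AK luminescence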
PglD inh: blocks C. jejuni PglD acetyltransferase activity; purified PglD enzyme, DTNB colorimetric CoA detection; inhibition, % at 12.5 µM; AID 602405; hit rate 0.098% among 360,000; in the data active means inhibition above about 16%, passing the limit was not always enough; further: strong numbers were not always called active
F508del corr: CFTR F508del correction in bronchial cells | CFBE cells, YFP halide quenching; stimulated with forskolin plus potentiator P3; % fluorescence drop versus neutral controls | activity (quench increase), % at 7.58 µM | hit rate 0.36% among 350,000 | AID 720511;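 active means mean added fluorescence quench of at least 8% versus neutral control, with both replicates also reaching 8%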;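 further: cells transiently co-express mutant CFTR-F508del with the halide-sensitive YFP; corrector assay measuring rescue of mutant channel to the surface after 24 h compound exposure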
FN deposition inh: fibronectin deposition inhibition. AH1F fibroblasts, Alexa488-fibronectin deposition fluorescence, overnight. inhibition, % at 12.6 µM. hit rate 0.086% among 350,000;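 active means mean inhibition across replicates of 30% or more, regardless of how many single replicates reach that level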;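 further: positive control wells lacked labelled fibronectin entirely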
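Assay system: AH1F fibroblasts / Quantity: 10000 cells per well / Medium: DMEM plus 2% serum, read in PBS / Reagent: labelled fibronectin 24 nM / Dosing: single dose, pinned / Times: 1 h cell attachment, overnight exposure to compound and label / Signal: fluorescence, ex 485 nm, em 525 nm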
PGC1a acetyl inh: modulators of PGC1a acetylation; inhibition, % at 15.6 µM; U2OS PGC1a acetylation, AlphaScreen anti-acetyl-lysine; with virally co-expressed GCN5 acetyltransferase; hit rate 0.17% among 350,000;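 active means every replicate shows inhibition of at least 40%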;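 further: 0% = neutral control wells and 100% = positive control wells; some results beyond the cut were filed as inactive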
miR-122 sensor: miR-122 inhibition in Huh7 cells; Huh7 miR-122 Renilla luciferase sensor, 48 h; neutral wells = 0, positive control = 100; activation (reporter increase), % at 12.5 µM; hit rate 0.3% among 340,000; AID 602342;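 active means mean replicate activation score at least 90 and every replicate individually at or above 90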;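 further: higher luciferase means less miR-122 activity so hits act as miR-122 inhibitors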
An asterisk follows results filed as active; . = no result given; & = joins results of further samples; [ ] = dose if it differs, or a comment. Rows are unselected; 2.1% or so of the library scored in one or more.

SMILES	PglD inh	FN deposition inh	F508del corr	Cneo AK release	PGC1a acetyl inh	C2C12 statin	miR-122 sensor	GSIS activator
Cc1cc(C)cc(NC(=S)N2CCC(NC(=O)c3ccc(F)cc3)CC2)c1	-2	1	0.7	2	.	-8	4	-32
O=C(COc1ccccc1)Nc1cc(Cl)ccc1Cl	5	-4	-0.2	-1	7	-3	3	-1
Cc1ccc(-c2csc(NC(=O)C[n+]3cc(-c4ccc(C)cc4)n4c3CCC4)n2)cc1	.	-2	-2.1	.	.	-25	.	-47
CCCCNc1ccc(C(CC(N)=O)NC(=O)c2cc(C)cc(C)c2)cc1[N+](=O)[O-] (stereo unspecified)	6	7	-1.5	2	.	6	.	.
Cc1ccccc1C(=O)Nc1nnc(-c2ccncc2)o1	.	-4	2.1	.	9	.	.	11
CCOc1cc(C=O)ccc1OCc1cc(=O)n2cc(C)ccc2n1	0	7	1.9	4	3	4	16	-8
Cc1ccc(NC(=O)CN(C)C(=O)c2cccc(S(=O)(=O)N3CCc4ccccc43)c2)cc1	5	5	-1.5	2	0	6	54	-49
COc1cc2nc(CN3CCC(C(O)(c4ccccc4)c4ccccc4)CC3)[nH]c(=O)c2cc1OC	2	3	4.3	3	-19	11	-7	-11
O=S(=O)(c1ccc(F)cc1)N1CC[C@@H]2[C@H](CO)Nc3ccc(C#CC4CCCCC4)cc3[C@@H]21	.	-5	0.4	.	-9	.	.	17
O=C(C[C@@H]1C=C[C@H](NC(=O)c2cccc(F)c2)[C@@H](CO)O1)NCc1ccccc1	2	-5	1.3	2	-9	5	-10[16.7 µM]	-2
Cn1cc(CN2CCCC(C(=O)Nc3ccc(-c4cccc(F)c4)cc3)C2)cn1 (stereo unspecified)	3	-9	1.9	1	.	1	.	-11
CCCC(=O)Nc1cc(-c2nn(C)c(=O)c3ccccc23)ccc1OC	0	3	.	.	-16	12	10	.
O=C(CCl)N(c1ccccc1)C1CCCCC1	.	-9	-8.6	.	10	.	.	0
C[C@@H]1CN([C@@H](C)CO)C(=O)Cc2cc(NC(=O)Cn3cnnn3)ccc2O[C@H]1CN(C)Cc1ccc(-c2ccccc2)cc1	-1	.	-0.4	2	-4	8	0[16.7 µM]	-13
Cc1cc(C)nc(SCNC(=O)c2ccc(F)cc2)n1	-1	.	.	-1	.	8	.	3
Cc1ccc(S(=O)(=O)N(C)C[C@H]2Oc3ccc(NS(=O)(=O)c4c(C)noc4C)cc3C(=O)N([C@@H](C)CO)C[C@@H]2C)cc1	6	.	-0.9	-2	7	11	4[16.7 µM]	-3
COc1ccc(-c2cc3ccc(OCC(N)=O)cc3oc2=O)cc1OC	2	-2	-1.0	1	1	-1	1	13
COc1ccc(C2CC(c3ccc(OC)cc3)n3nc(NS(C)(=O)=O)nc3N2)cc1 (stereo unspecified)	-5	11	-0.7	-1	12	-1	-3	2
CCN1CCN(C(=O)/C=C/c2cccc(Cl)c2)CC1	-4	1	-2.0	-8	.	.	.	4
CNc1ccccc1C(=O)OCC(=O)Nc1ccc2c(c1)OCO2	1	-9	0.1	-3	.	-2	3	31
COCCn1c(-c2ccccc2)nc(=S)c2c1CC(C)(C)OC2	7	.	.	0	-7	-2	5	.
COc1ccc(N(CC(=O)NC2CCCC2)C(=O)Cn2nnc(-c3ccc(C)cc3)n2)cc1OC	1	.	.	3	.	17	4	.
CC(=O)c1cc(CN2CCC(C(=O)Nc3ccc(-n4nc(C)cc4C)cc3)CC2)cs1	5	3	1.5	0	.	1	-3	-11
CCCCC(=O)NC(=S)Nc1ccccc1N1CCCCC1	0	-3	.	-4	2	.	-2	-10
O=C(NCc1cccnc1)C1CCCN(S(=O)(=O)c2cccc3nsnc23)C1 (stereo unspecified)	0	-3	-0.3	-1	-4	.	-2	-12
c1ccc(-c2cc(N3CCOCC3)nc(-c3ccccc3)n2)cc1	.	10	.	.	.	-3	-11	70
Cc1ccc(OC(=O)c2c(C)nn(-c3ccccc3)c2C)cc1	6	1	-3.2	4	-3	-2	-7	1
COc1ccc(-c2cn[nH]c2-c2ccc(OCc3ccccc3)cc2O)cc1OC	-6	-3	-4.1	-1	-10	.	7	0
C[C@H](CO)N1C[C@H](C)[C@@H](CN(C)Cc2ccc(C(F)(F)F)cc2)OCCCC[C@H](C)Oc2ccc(NC(=O)C3CCCCC3)cc2C1=O	-2	.	-0.8	0	11	.	-2[16.7 µM]	-3
O=C(NCCCCNC(=O)c1ccccn1)c1ccccn1	4	-4	-4.1	-2	.	-2	0	0

Record cards, from the list above.
`O=C(C[C@@H]1C=C[C@H](NC(=O)c2cccc(F)c2)[C@@H](CO)O1)NCc1ccccc1` across the screens: PglD inh: 2; FN deposition inh: -5; F508del corr: 1.3; Cneo AK release: 2; PGC1a acetyl inh: -9; C2C12 statin: 5; miR-122 sensor: -10[16.7 µM]; GSIS activator: -2
`Cc1ccc(-c2csc(NC(=O)C[n+]3cc(-c4ccc(C)cc4)n4c3CCC4)n2)cc1` across the screens: PglD inh: .; FN deposition inh: -2; F508del corr: -2.1; Cneo AK release: .; PGC1a acetyl inh: .; C2C12 statin: -25; miR-122 sensor: .; GSIS activator: -47
`O=C(NCCCCNC(=O)c1ccccn1)c1ccccn1` across the screens: PglD inh: 4; FN deposition inh: -4; F508del corr: -4.1; Cneo AK release: -2; PGC1a acetyl inh: .; C2C12 statin: -2; miR-122 sensor: 0; GSIS activator: 0

Copied from the list.
miR-122 sensor, `Cc1cc(C)cc(NC(=S)N2CCC(NC(=O)c3ccc(F)cc3)CC2)c1` reads 4
PglD inh, `COc1ccc(N(CC(=O)NC2CCCC2)C(=O)Cn2nnc(-c3ccc(C)cc3)n2)cc1OC` reads 1
F508del corr, `CCN1CCN(C(=O)/C=C/c2cccc(Cl)c2)CC1` reads -2.0
Cneo AK release, `Cc1ccc(OC(=O)c2c(C)nn(-c3ccccc3)c2C)cc1` reads 4

(list continues)
SMILES	PglD inh	FN deposition inh	F508del corr	Cneo AK release	PGC1a acetyl inh	C2C12 statin	miR-122 sensor	GSIS activator
CCOc1ccc(N(C(C)C(=O)N2CCCC2)S(C)(=O)=O)cc1 (stereo unspecified)	4	-3	2.0	3	5	-15	0	-5
CC(=O)Nc1ccc(NC(=O)c2ccc(-c3ccnn3C)c3ccoc23)cc1	2	5	2.2	0	13	-1	-4	5
CC(=O)c1ccccc1NS(=O)(=O)c1cccc2nsnc12	3	0	1.2	-1	.	-8	0	11
COc1cc(NC(=O)c2cccs2)c(C(=O)OCC(=O)NC(C)c2ccccc2)cc1OC (stereo unspecified)	6	0	.	-3	-16	-5	3	.
O=C1c2ccccc2C(=O)N1CC#CCN1CCN(C2CCCCC2)CC1	14	.	.	5	2	-4	6	1
C[C@@H]1CN([C@H](C)CO)C(=O)Cc2cc(NC(=O)Cc3cn(C)c4ccccc34)ccc2O[C@H]1CN(C)S(=O)(=O)c1cn(C)cn1	-3	-2	-0.4	-3	-6	9	0[16.7 µM]	5
CC1(c2ccc(Cl)cc2)NC(=O)N(CC(=O)Nc2cccnc2Cl)C1=O (stereo unspecified)	1	-5	-3.2	0	.	3	10	4
O=C(Nc1ccc2c(c1)[C@H]1C[C@H](CC(=O)N3CCCCC3)O[C@H](CO)[C@H]1O2)Nc1ccccc1F	3	-21	3.5	-3	4	-5	12[16.7 µM]	-14
Cc1nc2ccc(NC(=O)c3cnc(Cl)c(Cl)c3)cc2s1	.	-1	-0.2	.	.	-3	-3	.
O=c1c(Cc2ccc(F)cc2)c(O)ccn1CCCn1ccnc1	.	-5	-4.5	.	2	.	.	3
COc1ccc(NC(=O)c2ccccc2NC(=O)CN2CCCCCC2)cc1	1	-7	2.8	0	3	-3	2	8
C[C@@H]1CN([C@@H](C)CO)C(=O)c2cc(NS(=O)(=O)c3cn(C)cn3)ccc2O[C@@H]1CN(C)C(=O)Nc1cccc2ccccc12	1	8	-0.3	90*	4	27	12[16.7 µM]	3
CCC(=O)N1CCCC(C)(C(=O)Nc2ccc(OC(F)F)cc2)C1 (stereo unspecified)	2	-2	1.2	0	.	-2	2	-12
COC(=O)C1CCN(C(=O)c2ccc(SC)cc2OC)CC1	0	9	.	-6	.	.	15	.
CC(C)CC#Cc1cnc2c(c1)C(=O)N([C@@H](C)CO)C[C@H](C)[C@@H](CN(C)C(=O)c1cccnc1)O2	1	.	-3.8	5	-11	1	2[16.7 µM]	17

Part of the list above, with two lines to a compound.
Results follow in this order: PglD inh, FN deposition inh, F508del corr, Cneo AK release, PGC1a acetyl inh, C2C12 statin, miR-122 sensor, GSIS activator
- CC(=O)c1ccccc1NS(=O)(=O)c1cccc2nsnc12
 : 3, 0, 1.2, -1, ., -8, 0, 11
- COc1cc(NC(=O)c2cccs2)c(C(=O)OCC(=O)NC(C)c2ccccc2)cc1OC (stereo unspecified)
 : 6, 0, ., -3, -16, -5, 3, .
- O=C1c2ccccc2C(=O)N1CC#CCN1CCN(C2CCCCC2)CC1
 : 14, ., ., 5, 2, -4, 6, 1

Further structures follow.
SMILES	PglD inh	FN deposition inh	F508del corr	Cneo AK release	PGC1a acetyl inh	C2C12 statin	miR-122 sensor	GSIS activator
COc1ccc(C(=O)N(c2ccccc2)C2C=CS(=O)(=O)C2)cc1 (stereo unspecified)	-1	.	.	-1	-1	7	-9	9&12
Cn1c(SCc2cccc(Br)c2)nnc1-c1ccccn1	-17	7	-0.3	0	-26	10	5	-11
O=C(NC1CCCCC1)c1cccc(S(=O)(=O)N2CCOCC2)c1	-4	.	.	1	16	15	4	10
O=C(Cn1nc(C(F)(F)F)c2c1CCCC2)N1CCOCC1	.	22	0.5	.	9	10	1	-3
CCN(CC(=O)N1CCOCC1)S(=O)(=O)c1ccc(Cl)cc1	-3	-2	-0.7	-1	.	-3	.	11
CN1CCN(C(=O)c2ccc(S(=O)(=O)N(C)c3ccccc3)cc2)CC1	-1	7	-2.8	1	-4	2	-1	.
Cc1ccc2cc(C#N)c(N3CCCN(C(=O)C4CCCO4)CC3)nc2c1 (stereo unspecified)	-3	.	.	1	1	4	25	.
CCc1nn(CC(=O)NCCCN2CCCC2=O)c(=O)c2cc3sccc3n12	-3	0	-2.9	-2	.	5	.	1
CCOc1ccc(CCNC(=O)c2ccc(OCc3c(C)noc3C)cc2)cc1OCC	.	-6	-2.0	.	.	-205	.	9
CCCCCCCCC(c1nc2ccccc2[nH]1)N1CCN=C1c1cc2ccccc2[nH]1 (stereo unspecified)	0	17	-2.5	42	-29	-8	-11	.
COCCNC(=O)C[C@H]1CC[C@H](NC(=O)NC2CCCCC2)[C@@H](CO)O1	0	.	-1.0	-2	13	-9	.	13
CNC(=S)Nc1sc2c(c1C(=O)OC)CCC2	-2	4	1.1	4	.	-2	-7	-10
c1ccc(-c2cc(CSc3nc4ccccc4[nH]3)on2)cc1	3	.	.	3	-5	20	2	.
Cc1cccc(N(CC(=O)N=Nc2c(O)[nH]c3ccccc23)S(C)(=O)=O)c1C	-2	-1	.	-3	-4	6	-11	-8
CC1CCCC(NC(=O)COC(=O)c2cc(=O)[nH]c3ccccc23)C1C (stereo unspecified)	2	-3	0.0	2	.	7	.	0
O=C(Cn1cnc2ccccc2c1=O)NCCC(=O)N1CCN(c2ccccc2)CC1	1	-9	.	-1	3	1	0	.
